IDE act – boosts human insulin-degrading enzyme activity in HEK cells. activation, % at 5.96 µM. 0.073% of 340,000 active. FAbeta-B cleavage, fluorescence polarization; 0% vehicle, 100% cell-free pure enzyme wells. P14735;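 active = activation above the mean of all tested compounds plus 3 SD, set per screening campaign, cut at about 17% in these data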
Target sequence (P14735 whole entry, looked up): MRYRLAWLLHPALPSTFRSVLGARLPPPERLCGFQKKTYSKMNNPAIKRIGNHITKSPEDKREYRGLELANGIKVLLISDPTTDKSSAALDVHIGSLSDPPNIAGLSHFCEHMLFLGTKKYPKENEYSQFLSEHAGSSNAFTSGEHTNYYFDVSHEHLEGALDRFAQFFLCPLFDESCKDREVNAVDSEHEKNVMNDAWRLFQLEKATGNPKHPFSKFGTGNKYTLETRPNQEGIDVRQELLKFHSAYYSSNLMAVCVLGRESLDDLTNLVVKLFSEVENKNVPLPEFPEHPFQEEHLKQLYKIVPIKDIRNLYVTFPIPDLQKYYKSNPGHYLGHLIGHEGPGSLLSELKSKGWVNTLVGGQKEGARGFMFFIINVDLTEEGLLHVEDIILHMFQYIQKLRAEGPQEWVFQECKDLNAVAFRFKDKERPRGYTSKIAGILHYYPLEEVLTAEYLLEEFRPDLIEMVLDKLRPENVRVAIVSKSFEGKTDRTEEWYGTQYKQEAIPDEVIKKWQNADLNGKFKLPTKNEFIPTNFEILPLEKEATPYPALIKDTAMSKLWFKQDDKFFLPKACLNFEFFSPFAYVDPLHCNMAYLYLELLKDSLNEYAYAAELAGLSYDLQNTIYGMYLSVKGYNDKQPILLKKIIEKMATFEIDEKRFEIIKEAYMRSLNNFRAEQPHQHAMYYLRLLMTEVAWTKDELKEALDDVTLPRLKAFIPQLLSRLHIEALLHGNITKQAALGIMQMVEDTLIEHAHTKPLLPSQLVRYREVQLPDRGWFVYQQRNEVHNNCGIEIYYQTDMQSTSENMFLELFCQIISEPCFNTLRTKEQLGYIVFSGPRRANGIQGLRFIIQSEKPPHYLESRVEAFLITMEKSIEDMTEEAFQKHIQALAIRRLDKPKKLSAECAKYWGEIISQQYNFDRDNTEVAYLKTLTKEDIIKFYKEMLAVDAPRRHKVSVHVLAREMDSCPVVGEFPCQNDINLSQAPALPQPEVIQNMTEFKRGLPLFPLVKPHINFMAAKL
CRFBP-R2 block – blocks CRF-induced signaling of the CRF-BP/CRF-R2 complex; HEK293 CRF-R2/CRF-BP, CRF-induced calcium fluorescence; inhibition, % at 11.8 µM; 0.59% of 350,000 active; AID 588475;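 active = inhibition of the ligand-induced calcium signal above about 50% at the single tested concentration, limit read from the data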
GalR3 antag – human GalR3 antagonism | inhibition, % at 3 µM | HEK293 GalR3-CNG cAMP membrane potential fluorescence; galR3 body fused to GalR1 C-terminus | O60755 | 0.44% of 360,000 active;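 active = inhibition above the screen-wide average plus 3 SD, cut at about 13% in these data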;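 note: forskolin and galanin both at EC90 stimulate the cells; cAMP rise reported by CNG channel membrane potential dye signal; 0% = forskolin plus galanin with DMSO and 100% = forskolin alone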
An asterisk follows results filed as active. Not all compounds are listed; count on the stated rates, not on these rows.

Each structure is followed by: IDE act	CRFBP-R2 block	GalR3 antag
> CC(C)(c1ccc(O)c([N+](=O)[O-])c1)c1ccc(O)c([N+](=O)[O-])c1
 : 1	21	1
> O=C(O)CN1CCNCCN(CC(=O)O)CCNCC1
 : -4	-2	-4
> CC[C@]12c3[nH]c4cc(CCC(=O)N(C)C)ccc4c3CCN1C(=O)[C@@H](CC(=O)NCCC1=CCCCC1)C[C@@H]2C(=O)N1CCN(C(=O)c2ccco2)CC1
 : 0	14	-6
> Cc1ccc(S(=O)(=O)N2CCN(S(=O)(=O)c3ccccc3Br)CC2)cc1
 : 2	-5	-2
> CCN(C(=O)COC(=O)c1c2c(nc3ccccc13)CCC2)c1c(N)n(Cc2ccccc2)c(=O)[nH]c1=O
 : 1	-7	1
> COc1ccc2c(c1)OCC(O)(c1ccccc1)C2=O (configuration not stated)
 : 2	3	-6
> COCCCNC(=O)C[C@H]1C[C@H](C(=O)N2CCOCC2)[C@@]2(C)c3[nH]c4cc(CCC(=O)N(C)C)ccc4c3CCN2C1=O
 : 3	1	-3
> Cc1nc(C)c(C(=O)OCC(=O)NCCc2ccc(F)cc2)s1
 : 5	-4	0
> N[C@@H](Cc1ccc(O)c(O)c1)C(=O)O
 : 3	21	3
> O=C(Cc1cccc(NC(=O)C2CCCN(C(=O)CCc3ccccc3)C2)c1)Nc1cccc(C(=O)N2CCCCC2)c1 (configuration not stated)
 : -3	-4	-3
> COc1ccccc1CC(=O)c1ccccc1OC
 : 2	4	-4
> COc1ccc(NC(=O)c2cc(S(=O)(=O)N3CCOCC3)ccc2C)cc1S(=O)(=O)N1CCCCC1
 : 1	10	-3
> COc1ccc(C(=O)COC(=O)c2n[nH]c3ccccc23)c(OC)c1
 : 4	1	-3
> Cc1ccc(S(=O)(=O)N2CCC(=O)CC2c2ccccc2)cc1 (configuration not stated)
 : 0	0	-8
> CCSc1nc2nccnc2c(=O)[nH]1
 : 0	1	-2

Six compounds picked at random from the list so far:
Each structure is followed by: IDE act	CRFBP-R2 block	GalR3 antag
> Cc1ccc(S(=O)(=O)N2CCC(=O)CC2c2ccccc2)cc1 (configuration not stated)
 : 0	0	-8
> COc1ccc2c(c1)OCC(O)(c1ccccc1)C2=O (configuration not stated)
 : 2	3	-6
> CCN(C(=O)COC(=O)c1c2c(nc3ccccc13)CCC2)c1c(N)n(Cc2ccccc2)c(=O)[nH]c1=O
 : 1	-7	1
> COc1ccccc1CC(=O)c1ccccc1OC
 : 2	4	-4
> O=C(Cc1cccc(NC(=O)C2CCCN(C(=O)CCc3ccccc3)C2)c1)Nc1cccc(C(=O)N2CCCCC2)c1 (configuration not stated)
 : -3	-4	-3
> O=C(O)CN1CCNCCN(CC(=O)O)CCNCC1
 : -4	-2	-4

Further compounds.
Each structure is followed by: IDE act	CRFBP-R2 block	GalR3 antag
> Cn1nc(C(=O)OCC(=O)N(Cc2ccccc2)C(C)(C)C)c2ccccc2c1=O
 : 0	12	-4
> O=C(c1ccccc1)N1N=C(c2ccc(F)cc2)CC1c1ccc(F)cc1 (configuration not stated)
 : -7	-15	-11
> CC[C@]12c3[nH]c4ccc(OC)cc4c3CCN1C(=O)C(CC(=O)NCc1ccc(OC)c(OC)c1)C[C@@H]2C(=O)N1CCN(C(=O)C2CC2)CC1 (some centres not stated)
 : 2	15	-6
> CC(=O)c1ccc(N2CCN(C(=O)c3ccc(Cl)c(S(=O)(=O)NC4CC4)c3)CC2)c(F)c1
 : -5	19	-4
> O=C(CSc1nc2scc(-c3cccs3)c2c(=O)n1CCc1ccccc1)N1CCCC1
 : 1	0	8
> CC[C@@H]1C(c2cccc(C)c2)=NN(c2ccccc2)[C@H]1C(=O)N1CCOC1=O
 : 4	-2	-1
> Oc1cccc(C=NN=C2c3ccccc3-c3ccccc32)c1
 : -1	9	-3
> CCCCN(C(=O)c1cccc(N2C(=O)c3ccccc3C2=O)c1)c1c(N)n(CCCC)c(=O)[nH]c1=O
 : 12	-1	-7
> C#CCOCCOCCOCCNc1nc(N2CCOCC2)nc(N2CCN(C(=O)[C@H](CCCCN)n3cc(CCC(=O)O)nn3)CC2)n1
 : 1	8	1
> COc1cc(/C=C/c2ccc(/C=C/c3cc(OC)c(OC)c(OC)c3)cc2)cc(OC)c1OC
 : 5	-22	-3
> Cc1ccsc1CN(C)CC(=O)Nc1cccc(S(=O)(=O)N(C)c2ccccc2)c1
 : 2	22	-1
> CC(OC(=O)CCNS(=O)(=O)c1ccccc1)C(=O)Nc1ccc(S(=O)(=O)N2CCCCC2)cc1 (configuration not stated)
 : 5	-11	-6
> C(=Cc1c[nH]c2ccccc12)c1nccc2ccccc12
 : -8	-5	-5
> O=C(C1CC=CCC1)N1CCN(S(=O)(=O)c2ccc(F)cc2)CC1 (configuration not stated)
 : 2	2	-4
> O=C1CC[C@@H]2CC3(C[C@@H]4CCN1[C@H]24)Nc1cc(Cl)ccc1NC3=NC1CCCCC1 (some centres not stated)
 : -2	-9	-10
> CCOC(=O)c1oc2cc(O)cc(C)c2c1C
 : -3	22	-2
> NC(=S)NN=C1CCCCCCCC1
 : -2	-1	-1
> CC(C)CCN1CCC(CN2CCNC(=O)C2=O)CC1
 : -2	4	-6
> COC(=O)[C@H](Cc1c[nH]c2ccccc12)NCc1cccc(B(O)O)c1
 : -1	7	-7
> C#CCN1C=CC(=O)[C@@H](OC(=O)Nc2ccc(OC)cc2)[C@H]1c1ccccc1Br
 : 1	-2	1
> COc1cc(OC)c2c(-c3cccc(-c4ccc(O)cc4)c3)cc(=O)oc2c1
 : 6	-14	-5
> Cc1noc(C)c1COc1ccccc1C(=O)N(C)Cc1ccc(F)cc1
 : 3	0	-4
> NC(=O)c1ncn([C@@H]2O[C@H](CNCc3cnc(N4CCOCC4)nc3)[C@@H](O)[C@H]2O)n1
 : 2	11	-5
> C=C1C(=O)OC2CC1C(O)CC(C)=CCCC(C)=CC(O)CC2C (configuration not stated)
 : 3	-15	-2
> O=C(COC(=O)c1cccnc1Cl)Nc1cc(S(=O)(=O)N2CCCCCC2)ccc1Cl
 : 1	10	-4
> Cc1cc(C)cc(-c2nnc(SCC(=O)Nc3cc(C)on3)o2)c1
 : 3	6	1
> O=[N+]([O-])c1cccc(COc2cccc(CN3CCOCC3)c2)c1
 : 0	-1	-3
> Cc1cc(C)c(S(=O)(=O)N2CCN(C(=O)c3cc4ccccc4o3)CC2)c(C)c1
 : 4	0	-5
> CCOC(=O)c1ccc(N(CC2CO2)S(=O)(=O)c2ccc(C)cc2)cc1 (configuration not stated)
 : 1	2	-7
> COc1ccc2c(c1)CCc1cnoc1-2
 : 1	2	-5
> CN(C)C(=O)c1ccc(NC(=O)COC(=O)CCN=C2NS(=O)(=O)c3ccccc32)cc1
 : 1	5	-1
> Cc1ccc(-c2nnc(-c3cccc4ccccc34)o2)cc1
 : 4	-14	-7
> CC(Sc1nc(N)cc(=O)[nH]1)C(=O)N1CCOCC1 (configuration not stated)
 : 2	2	-1
> O=C1OCCN1C(=O)[C@H]1[C@H](c2ccc(Cl)cc2)C(c2ccc(F)cc2)=NN1c1ccccc1
 : 1	13	0
> COc1ccccc1NC(=O)CSc1n[nH]c(-c2ccco2)n1
 : 1	6	-2
> N=C1C(=O)NC(=O)C1c1ccccc1 (configuration not stated)
 : 2	-4	-6
> CC1CCCN(C(=O)c2ccc3ncsc3c2)C1 (configuration not stated)
 : 2	-2	0
> CCN1/C(=C/C=C2/SC(=Nc3cccc4ncccc34)N(C)C2=O)Sc2ccccc21
 : -18	-18	5
> O=S(=O)(CCN1CCN(c2ccccc2O)CC1)c1cc(Cl)ccc1Cl
 : 5	-15	-4
> CC1=CC(=O)[C@@H](O)[C@@H](c2ccccc2Br)N1C
 : 5	-2	-5
> COc1ccc(S(N)(=O)=O)cc1C(=O)NNC(=O)c1cccc(S(=O)(=O)N2CCOCC2)c1
 : 2	-18	-3
> NC(=O)Nc1ccc(C(=O)OCC(=O)Nc2sccc2C(N)=O)cc1
 : 2	-7	0
> CC1(C)SC(C)(C)N(C=O)C1C(=O)O (configuration not stated)
 : 5	-13	-4
> COc1cccc(NC(=O)CN(C)CC(=O)Nc2ccc(C)c(S(=O)(=O)N3CCOCC3)c2)c1
 : 1	-26	0
> COc1ccc2c(c1)-c1ccccc1S(=O)(=O)N(C)C2
 : 4	-3	-3
> CCOC(=O)C1=NNC(=O)C1
 : 2	2	-4
> O=C(Cc1ccc(NC(=O)C2CCN(C(=O)C3CCCCC3)CC2)cc1)Nc1cccc(C(=O)N2CCCCC2)c1
 : 3	2	6
> O=C(O)c1ccc(C(=O)c2cc([N+](=O)[O-])cc([N+](=O)[O-])c2)cc1
 : 4	1	-6
> Cc1ccc(S(=O)(=O)N2CCN(C(=O)COC(=O)CSc3ccc(C)c(C)c3)CC2)c(C)c1
 : -1	2	-4
> CC(C)CCN1CCC(CN2C(=S)NC[C@@H]2Cc2ccccc2)CC1
 : 3	0	0
> O=C(COC(=O)c1ccc(F)cc1F)c1ccc[nH]1
 : 3	-1	0
> CCCCCn1c(SCC(=O)c2ccccc2)nc2cc(C(=O)NCC3CCCO3)ccc2c1=O (configuration not stated)
 : -1	-9	9
> CCOc1cc(/C=C(\CC(=O)O)c2nc3ccccc3s2)ccc1OCC(=O)Nc1cccc(C(F)(F)F)c1
 : -4	-7	-8
> CN(C)C(CNC(=O)c1cccc(S(=O)(=O)Nc2ccccc2Cl)c1)c1ccccc1 (configuration not stated)
 : -2	-5	-5
> COC1OC2COC(c3ccccc3)OC2C(O)C1NC(C)=O (configuration not stated)
 : -2	8	1
> NC(=O)c1ncn([C@@H]2O[C@H](CNCc3c(OCc4ccccc4F)ccc4ccccc34)[C@@H](O)[C@H]2O)n1
 : 0	16	-6
> Cc1cc(OCC(=O)OCC(=O)Nc2cccnc2Cl)ccc1Cl
 : 1	9	-5
> CCOC(=O)C1(C(=O)OCC)C(C(=O)c2ccccc2)C1c1ccccc1 (configuration not stated)
 : 7	5	-7
> CCOC(=O)C1=CNS(=O)(=O)NC1c1ccc(C(=O)OC)cc1 (configuration not stated)
 : 1	-1	-1
> CCCCCCCCNS(=O)(=O)CCNCc1ccco1
 : 1	0	-6

The listing continues:
Each structure is followed by: IDE act	CRFBP-R2 block	GalR3 antag
> COc1ccccc1CNS(=O)(=O)CCNC1CCCCC1
 : 6	-5	-6
> O=C(NN=Cc1ccccc1O)C1CC1
 : 3	-1	5
> O=C(Nc1ccccc1Cl)O/N=C/c1ccc(F)cc1
 : 1	7	-1
> CC(C)CNC(=O)COC(=O)c1c2c(nc3ccccc13)/C(=C\c1cccs1)CC2
 : -3	-20	-6
> O=C(O)c1cccc(S(=O)(=O)N2CCN(S(=O)(=O)c3ccc4ccccc4c3)CC2)c1
 : -4	14	5
> CCC(C)n1c(SCC(=O)N(CC)c2c(N)n(Cc3ccccc3)c(=O)[nH]c2=O)nc2ccccc2c1=O (configuration not stated)
 : 5	5	-4
> CC1CCCC(C)N1C(=O)/C=C/c1ccc(S(=O)(=O)N2CCOCC2)cc1 (configuration not stated)
 : 1	-10	-4
> CC(C(=O)NC1CCCC1)N1CCN(S(=O)(=O)c2ccccc2Cl)CC1 (configuration not stated)
 : -4	-1	-4
> CCOC(=O)N1CCN(C(=O)C2CCCN(c3ncnc4c3sc3cccc(F)c34)C2)CC1 (configuration not stated)
 : -1	-4	-3
> Cc1ccc(OCCNc2ccc(S(=O)(=O)N3CCCC3)cn2)cc1
 : -2	-3	-3
> Cc1nn(-c2ncccn2)c2c1C(=O)CC(C)(C)C2Br (configuration not stated)
 : 3	-2	-7
> CCCCOC(=O)NC1CCc2cc(OC)c(OC)c(OC)c2-c2ccc(SC)c(=O)cc21 (configuration not stated)
 : 5	-5	4
> CN(C)C(=O)CCc1ccc2c3c([nH]c2c1)[C@]1(C)[C@@H](C(=O)N2CCOCC2)C[C@H](CC(=O)NCCN2CCOCC2)C(=O)N1CC3
 : 0	-4	-5
> COc1ccc(NS(=O)(=O)c2ccc3c(c2)CCC(=O)N3)cc1O
 : -2	1	6
> OC(CNCCN1CCNCC1)Cc1ccccc1 (configuration not stated)
 : 4	1	-7
> Nc1ccc2c(c1)C(=O)c1cc(N)c(Cl)cc1-2
 : 1	2	-3
> Cn1c(=O)c2c(nc(C(O)c3ccccc3)n2C)n(C)c1=O (configuration not stated)
 : -1	-6	-5
> CC(C)(C)S(=O)N1Cc2cc(CO)cc(-c3ccccc3)c2[C@H]1CCO (some centres not stated)
 : 1	-12	-7
> Cc1cc2c(cc1C)C(=O)C(Br)=C(N)C2=O
 : -3	-6	-5
> O=C(OCCC12CC3CC(CC(C3)C1)C2)c1ccc(NCc2cc(O)ccc2O)cc1
 : -2	-30	-2
> CCCCNCCS(=O)(=O)NCc1ccc(OC)cc1
 : 0	17	0
> O=C(O)C(=Cc1cccc([N+](=O)[O-])c1)c1ccc(Cl)cc1
 : 6	1	-3
> O=C(Nc1cccc(C(=O)N2CCCC2)c1)C1CCC1
 : 1	5	-3
> CC(=O)c1ccc(S(=O)(=O)Nc2ccc(C(=O)N3CCC3)cc2)cc1
 : 6	17	-4
> COc1ccc(C=NNc2nc3c([nH]2)c(=O)n(C)c(=O)n3C)cc1
 : 4	-7	-7
> Nc1ncnc2c1ncn2[C@@H]1O[C@H](CNS(=O)(=O)c2cc(S(=O)(=O)c3ccccc3)cs2)[C@@H](O)[C@H]1O
 : 1	-13	-6
> COc1cc(/C=C/C(=O)Nc2ccc(S(=O)(=O)Nc3onc(C)c3C)cc2)cc(OC)c1OC
 : -5	-2	-4
> Nc1nc(N)nc(-c2cccc(Br)c2)n1
 : 3	32	-8
> Cc1cc(-c2nc3ccccc3s2)ccc1N
 : -3	-5	-7
> CC(=O)Nc1c(Cl)cc2c(c1Cl)C(=O)c1ccccc1-2
 : 5	6	-7

A few values from above:
GalR3 antag result of N[C@@H](Cc1ccc(O)c(O)c1)C(=O)O : 3
IDE act result of CC(=O)Nc1c(Cl)cc2c(c1Cl)C(=O)c1ccccc1-2 : 5
